# TPT1 inhibitor: blocks Candida albicans tRNA 2'-phosphotransferase; recombinant caTPT1, FP RNA substrate dephosphorylation; inhibition, % at 5 µM; hit rate 0.81% among 300,000; AID 1962;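 active means inhibition above the mean of all tested compounds plus 3 SD, set per screening campaign, cut at about 24% in these data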;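 further: plate controls were DMSO alone for no effect and ferristatin control at 100 nM for full effect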
# procasp3 activ: activators of human procaspase-3 | recombinant procaspase-3 D3A, Ac-DEVD-pNA absorbance 405 nm | activation, % at 8.5 µM | hit rate 0.11% among 330,000 | AID 463141;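 active means activation above the mean of all tested compounds plus 3 SD, cut at about 21% in these data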;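 further: 0% = DMSO alone and 100% = DMSO wells spiked with extra 5 µM PC-3 D3A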
# Target sequence (P42574 whole entry D9A/D28A/D175A): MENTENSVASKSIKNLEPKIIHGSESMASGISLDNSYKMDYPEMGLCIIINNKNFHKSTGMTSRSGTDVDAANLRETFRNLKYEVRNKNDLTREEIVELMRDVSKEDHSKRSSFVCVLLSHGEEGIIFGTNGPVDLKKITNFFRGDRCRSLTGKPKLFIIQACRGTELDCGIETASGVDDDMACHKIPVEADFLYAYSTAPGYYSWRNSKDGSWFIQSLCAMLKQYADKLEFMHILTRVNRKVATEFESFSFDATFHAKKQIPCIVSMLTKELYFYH
#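 Compound: 8.5 µM single point, 0.8% DMSO / Material: Autoprocessing-dead procaspase-3 D3A mutant enzyme / Timing: 1 h preincubation plus 2 h reaction at 25 °C / Medium: Zinc-free HEPES/NaCl buffer with 0.01% Triton X-100 at pH 7.4 / Technique: 405 nm absorbance of p-nitroaniline, reads at 0 and 120 min / Repeats: one well per compound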
# Efflux pump inh: inhibitors of Candida antifungal efflux pumps expressed in yeast; hit rate 0.44% among 330,000; S. cerevisiae Candida pump triplex, Nile Red efflux; inhibition, % at 10 µM; AID 485275;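 active means plate passing quality check with inhibition over a set limit, or well fluorescence over plate mean plus 4 SD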;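 further: Nile Red retained in pooled yeast measured as flow cytometry median fluorescence; 0% = buffer negative control and 100% = Enniatin B positive control; higher means more Nile Red kept so more efflux inhibition; some compounds called inactive have numbers as strong as hits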
# HCV core dimer: HCV core protein dimerization inhibition | TR-FRET GST/Flag-core106 dimerization, 1536-well | inhibition, % at 5 µM | hit rate 0.33% among 300,000 | AID 1899;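 active means inhibition above the mean of all tested compounds plus 3 SD, set per screening campaign, cut at about 45% in these data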
#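 Assay system: tagged HCV core106 pair (GST and Flag); medium: KF-containing HEPES buffer, pH 7.45, DTT, CHAPS, BSA; also added: Eu donor and XL665 acceptor anti-tag antibodies; dosing: 5 µM single dose; timing: compound-protein-antibody incubation 4 h at 22.5 °C; signal: TR-FRET 671 and 617 nm emission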
# PP1 counter: blocks human PP1-alpha phosphatase, a PP5 counter-screen; P62136; purified PP1alpha, OMFP fluorescence; inhibition, % at 6.7 µM; hit rate 0.9% among 320,000; AID 2235;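 active means inhibition above the mean inhibition of all tested compounds plus 3 SD, computed separately for each screening campaign, cut at about 15% in these data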
# GASC-1 inh: blocks human GASC-1 demethylase activity. Q9H3R0. GST-JMJD2C(1-420) H3K9me3 demethylation, DELFIA europium. inhibition, % at 2.35 µM. hit rate 0.069% among 330,000. AID 2099;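 active means more than half of a compound's replicate wells show inhibition beyond 50%, single wells judged on their own value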;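 further: signal counts dimethyl H3K9 product captured on neutravidin plate; 0% = median of DMSO wells and 100% = 0.3 times that DMSO median; strong numbers were not always called active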
# Target sequence (Q9H3R0 1-420 limits assumed): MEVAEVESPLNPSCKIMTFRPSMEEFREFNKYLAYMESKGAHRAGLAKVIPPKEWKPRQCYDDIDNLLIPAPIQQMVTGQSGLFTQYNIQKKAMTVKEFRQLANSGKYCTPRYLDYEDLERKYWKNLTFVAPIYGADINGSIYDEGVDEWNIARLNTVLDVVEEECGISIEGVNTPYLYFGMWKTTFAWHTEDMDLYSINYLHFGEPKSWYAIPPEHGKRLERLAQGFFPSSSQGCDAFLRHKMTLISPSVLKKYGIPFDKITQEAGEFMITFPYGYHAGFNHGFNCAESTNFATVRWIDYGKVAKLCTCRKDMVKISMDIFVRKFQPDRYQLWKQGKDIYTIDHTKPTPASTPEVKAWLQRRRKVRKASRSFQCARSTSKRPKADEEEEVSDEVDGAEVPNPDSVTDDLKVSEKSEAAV
# procasp7 counter: counter-screen: procaspase-7 (human) activation. P55210. activation, % at 8.5 µM. recombinant procaspase-7, Ac-DEVD-pNA absorbance 405 nm; D23A/D198A/D206A triple mutant, cannot self-cleave; scale: DMSO 0, 5 µM enzyme 100. hit rate 0.093% among 330,000;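 active means percent activation above the screen-wide mean plus 3 SD, cut at about 25% in these data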
# Target sequence (P55210 whole entry D23A/D198A/D206A): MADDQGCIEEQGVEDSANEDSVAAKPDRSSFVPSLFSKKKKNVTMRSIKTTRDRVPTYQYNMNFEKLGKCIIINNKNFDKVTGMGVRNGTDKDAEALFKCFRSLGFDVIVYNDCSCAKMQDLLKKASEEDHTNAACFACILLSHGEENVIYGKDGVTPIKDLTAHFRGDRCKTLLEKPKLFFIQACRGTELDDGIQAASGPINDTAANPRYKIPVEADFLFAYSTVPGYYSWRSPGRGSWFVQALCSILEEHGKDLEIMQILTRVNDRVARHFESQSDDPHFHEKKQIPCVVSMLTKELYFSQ
#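 Assay system: Uncleavable procaspase-7 mutant enzyme / Input: 2 µM procaspase-7 mutant as dispensed / Dosing: single nominal 8.5 µM compound dose, 0.8% DMSO final / Timing: 1 h enzyme–compound preincubation and 2 h substrate reaction, both 25 °C / Detection: p-Nitroaniline absorbance at 405 nm, read at 0 and 120 min / Replication: singlicate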
# Fh CTSL1 inh: counter-screen for PFM18AAP inhibitors: inhibitors of F. hepatica cathepsin L1 | inhibition, % at 5.96 µM | AID 1906 | hit rate 0.49% among 300,000 | recombinant F. hepatica cathepsin L1, Z-Leu-Arg-MCA fluorescence;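 active means inhibition above the mean of all tested compounds plus 3 SD, set per screening campaign, cut at about 17% in these data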;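 further: 0% = plate median of test compound wells and 100% = 1 µM Z-Phe-Ala-diazomethylketone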
# PP5 primary: PP5 (human) phosphatase inhibition | AID 1987 | hit rate 0.18% among 320,000 | purified PP5c, OMFP substrate fluorescence | inhibition, % at 6.7 µM;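 active means inhibition above the campaign's mean inhibition across all tested compounds plus 3 SD, cut at about 9.5% in these data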;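 further: 0% = DMSO only and 100% = 100 µM cantharidin control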
# * = called active by the depositor; . = not tested or not shown.
SMILES,TPT1 inhibitor,procasp3 activ,Efflux pump inh,HCV core dimer,PP1 counter,GASC-1 inh,procasp7 counter,Fh CTSL1 inh,PP5 primary
CCc1ccc(NC(=O)Cn2nnc(C(=O)NCc3ccc(OC)cc3)c2N)cc1,2,3,-0.2,5,9,18,6,1,3.1
CC1=C(C#N)C(c2cccnc2)C2=C(CC(C)(C)CC2=O)N1 (configuration not stated),-3,0,-0.2,-1,0,0,2,4,-0.5
CCOC(=O)c1cc(C(=O)OCC)c(=O)[nH]c1N1CCCC1,2,-5,0.3,-1,0,6,-3,-1,0.5
O=C(COc1ccccc1)NCC(c1cccs1)N1CCOCC1 (configuration not stated),0,-1,0.1,-5,-2,-1,3,4,2.9
CC(C)CCn1cnc2c(cnn2-c2ccc(F)cc2)c1=O,3,6,0.0,-3,-3,1,6,-1,-0.6
COC(=O)C1=C(C(=O)OC)[C@@H]2N(C)c3ccc(OC)cc3[C@@]23C[C@@H](C(=O)OC)N(S(=O)(=O)c2ccc(OC)cc2)C3=N1,-1,0,0.0,4,1,6,-8,-3,2.1
S=C(NCc1ccccc1)NCc1cccc(CNC(=S)NCc2ccccc2)c1,-1,4,0.0,5,4,2,3,8,2.8
CC(C)Cn1cnc2c1c(=O)n(CC(=O)NC(=O)NC(C)(C)C)c(=O)n2Cc1ccccc1,-1,3,-0.1,11,-4,0,10,3,-0.6
COc1ccc(CNC(=O)c2ccccc2NC(=O)C2=CSCCO2)c(OC)c1,4,6,-0.3,5,-2,6,8,0,3.4
O=C(Nc1cccc(C(F)(F)F)c1)NC1CCN(S(=O)(=O)c2ccc(F)cc2)CC1,-2,-2,-0.1,0,2,13,-2,4,1.0
Cc1ccc(-n2c(SCC(=O)N3CCN(c4ccccn4)CC3)nnc2N2CCCC2)cc1,.,6,0.1,.,-2,3,10,.,-0.3
CC1(C)Cc2c(c(=S)nc(-c3ccccc3)n2Cc2cccnc2)CO1,1,-7,0.0,9,4,.,1,1,-2.6
Cc1cc(Cl)c(OCCN2C(=O)NC(C)(C)C2=O)c(Br)c1,-4,2,0.1,-2,0,7,2,-2,4.3
CCOc1ccccc1C(=O)Nn1c(C2CCC2)nc2ccccc2c1=O,1,5,-0.2,6,-2,-4,-8,12,3.3
CCCCNC(=O)c1[nH]c(C)c(C(C)=O)c1C,-2,1,-0.1,-9,-3,-4,-12,-1,0.4
CCCNC(=O)CN(c1ccccc1)S(=O)(=O)c1ccc(OC)c(OC)c1,-8,-4,-0.1,-3,-1,8,0,-1,0.4
CCCOc1ccc(C(=O)OCC(=O)NCCc2ccc(OCC)c(OCC)c2)cc1OC,1,9,0.1,1,-1,12,11,1,4.2
Cc1ccc(S(N)(=O)=O)cc1NC(=O)C(c1ccccc1)c1ccccc1,0,-1,0.1,-5,-1,-8,1,-3,5.0
O=C(Oc1cc2oc(=O)c3c(c2cc1Cl)CCCC3)c1cccs1,0,1,0.1,0,-1,-30,7,-9,3.7
COCCCN1C(=O)C(=O)/C(=C(/O)c2ccc(OCC(C)C)cc2C)C1c1cccnc1 (configuration not stated),0,7,-0.1,1,3,4,4,2,0.1
C/C(N)=C(/C#N)C(=O)CSc1nc2scc(-c3ccc(F)cc3)c2c(=O)n1C,4,2,0.1,2,1,18,-1,1,0.6
c1ccc(-n2c(Cc3cccnc3)nc3cnccc32)cc1,2,-9,0.0,-1,-1,6,-16,-2,0.3
Cn1nc(C(=O)Nc2ccc(Br)cc2)cc1C(=O)Nc1ccc(Br)cc1,1,16,-0.1,14,0,3,3,2,1.5
CC(=O)Nc1ccc(CN2CCCC(CO)(Cc3ccccc3C)C2)cc1 (configuration not stated),-4,4,0.1,-2,-2,-4,10,-1,1.1
CCNCCNC(=O)c1c(O)c2c([nH]c1=O)CCCC2,-1,3,-0.1,2,-4,5,-4,2,-2.3
O=C(NCCCn1ccnc1)c1ccccc1F,0,0,-0.1,11,-1,6,-5,0,0.5
CC(C(=O)Nc1cccnc1)c1ccc([N+](=O)[O-])cc1 (configuration not stated),-3,9,-0.1,1,-1,8,3,-4,3.1
Cc1ccccc1-c1ccc(=O)n(CC(=O)Nc2ccc(C(=O)N3CCCC3)cc2)n1,-1,-2,-0.2,-3,8,-17,3,7,-7.5
Cc1ccsc1C(=O)OC(C)C(=O)Nc1ccc(Cl)cn1 (configuration not stated),.,2,-0.1,.,.,10,10,.,.
CCCCN(C)C(=O)c1nc2ccccn2c1CN1CCC[C@H]1C(=O)OC,-4,0,-0.2,-4,-3,-15,4,-1,1.8
Cc1onc(-c2ccccc2Cl)c1C(=O)N1CCN(C)CC1,0,-3,0.0,2,-3,8,4,0,-0.2
O=C(CCC(=O)N1CCOc2ccccc21)N1CCN(c2ccccc2)CC1,1,-5,0.0,-1,-1,6,6,-1,2.1
COc1ccc([C@H]2[C@@H](C#N)[C@H](C#N)N3CCCN23)cc1,-1,9,-0.1,6,-1,-5,3,-3,-3.3
CCC(C)Nc1nc(C)nc2c1oc1ccccc12 (configuration not stated),-1,-2,-0.1,1,-3,-26,4,-1,0.5
CNC(=O)COC(=O)c1ccc(OCC(=O)Nc2ccccc2OC)c(OC)c1,0,-10,0.9,2,0,2,-5,1,-0.1
COC(=O)c1c(C)[nH]c(C=Nc2ccc(OC)cc2)c1C,0,-1,0.0,3,-2,-14,-3,2,1.9
Cc1ccc(C(=O)C(C)OC(=O)c2ccccc2[N+](=O)[O-])cc1 (configuration not stated),1,-1,0.1,2,0,-2,-1,3,0.8
Cc1ccccc1N1CCN(C(=O)c2ccc(Oc3ccc(C(F)(F)F)cn3)cc2)CC1,1,3,0.2,8,3,-3,-4,-1,4.0
CC12CCC(=O)N1C(C(=O)Nc1cc(Cl)ccc1N1CCCC1)CS2 (configuration not stated),.,-2,0.1,.,-3,-2,0,.,1.5
CC(=O)Nn1cnc2c(c1=O)C1(CCCCC1)Cc1ccccc1-2,-2,10,-0.2,-1,-4,-6,15,-2,1.5

# Fetched one by one from the list above:
SMILES,TPT1 inhibitor,procasp3 activ,Efflux pump inh,HCV core dimer,PP1 counter,GASC-1 inh,procasp7 counter,Fh CTSL1 inh,PP5 primary
Cc1onc(-c2ccccc2Cl)c1C(=O)N1CCN(C)CC1,0,-3,0.0,2,-3,8,4,0,-0.2
CC(=O)Nn1cnc2c(c1=O)C1(CCCCC1)Cc1ccccc1-2,-2,10,-0.2,-1,-4,-6,15,-2,1.5
CC(=O)Nc1ccc(CN2CCCC(CO)(Cc3ccccc3C)C2)cc1 (configuration not stated),-4,4,0.1,-2,-2,-4,10,-1,1.1
Cc1ccccc1N1CCN(C(=O)c2ccc(Oc3ccc(C(F)(F)F)cn3)cc2)CC1,1,3,0.2,8,3,-3,-4,-1,4.0
c1ccc(-n2c(Cc3cccnc3)nc3cnccc32)cc1,2,-9,0.0,-1,-1,6,-16,-2,0.3

# Limited to procasp7 counter, TPT1 inhibitor and Fh CTSL1 inh, for some of the entries so far:
SMILES | procasp7 counter | TPT1 inhibitor | Fh CTSL1 inh
Cc1onc(-c2ccccc2Cl)c1C(=O)N1CCN(C)CC1 | 4 | 0 | 0
O=C(CCC(=O)N1CCOc2ccccc21)N1CCN(c2ccccc2)CC1 | 6 | 1 | -1
COc1ccc([C@H]2[C@@H](C#N)[C@H](C#N)N3CCCN23)cc1 | 3 | -1 | -3

# (list continues)
SMILES,TPT1 inhibitor,procasp3 activ,Efflux pump inh,HCV core dimer,PP1 counter,GASC-1 inh,procasp7 counter,Fh CTSL1 inh,PP5 primary
COc1ccc(N=C2SC(CC(=O)Nc3ccccc3)C(=O)N2Cc2ccco2)cc1 (configuration not stated),1,0,0.1,4,1,1,3,-1,4.8
O=C1CC(NS(=O)(=O)c2ccc([N+](=O)[O-])cc2)CN1c1ccc(Cl)cc1 (configuration not stated),-1,-3,0.0,-2,0,-17,-3,-3,-0.1
CCOC(=O)Cc1csc(SCC(=O)Nc2nccs2)n1,-1,-16,0.1,-2,-4,2,2,2,-2.3
CCOc1cc2c(cc1OCC)C(c1ccccc1OC)OC(=O)C2 (configuration not stated),0,8,0.0,11,-2,-7,5,1,0.6
CC(=O)C1=C(O)C(=O)N(CCO)C1c1ccccc1 (configuration not stated),-3,3,0.1,-1,-2,4,-7,-1,0.9
COc1ccc(N2CCN(C(=O)CN3C(=O)NC(C)(c4ccc5ccccc5c4)C3=O)CC2)cc1 (configuration not stated),.,-4,0.0,.,-1,-10,-5,.,1.6
O=C(O)C1C2C=CC3(CN(CC(O)COc4ccccc4)C(=O)C13)O2 (configuration not stated),4,4,0.4,-14,-4,-25,3,0,-4.1
O=C(COc1ccc2c(c1)CCC2)N1CCN(c2ccccc2F)CC1,-2,2,0.1,-2,3,10,13,3,2.1
O=C(NCCc1cccc(Cl)c1)c1ccc2c(c1)OCO2,-3,-1,-0.4,5,-3,0,7,0,1.6
Cc1ccc(C)c(C(=O)C(C)OC(=O)c2cccn2C)c1 (configuration not stated),-1,-1,0.0,7,-4,10,10,3,1.3

# In the list so far, these have bromine.
SMILES,TPT1 inhibitor,procasp3 activ,Efflux pump inh,HCV core dimer,PP1 counter,GASC-1 inh,procasp7 counter,Fh CTSL1 inh,PP5 primary
Cc1cc(Cl)c(OCCN2C(=O)NC(C)(C)C2=O)c(Br)c1,-4,2,0.1,-2,0,7,2,-2,4.3
Cn1nc(C(=O)Nc2ccc(Br)cc2)cc1C(=O)Nc1ccc(Br)cc1,1,16,-0.1,14,0,3,3,2,1.5
